IL2 activator – activates IL-2 in a cell-based reporter assay | actives 0.065% (n = 360,000) | activation, % (series mostly up to about 46 µM) | IL-2 activation reporter assay, cell-based qHTS; stimulated with anti-CD3/CD4/CD28 beads; in transgenic mouse T cells; in the data active = activation above about 50%; inconclusive = mostly about 30% to 49%; also: 0% is about no effect
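Unstimulated transgenic mouse T cells, 750 per well, received compound and, after 60 minutes, anti-CD3/anti-CD4 bead plus anti-CD28 stimulation. EGFP and DsRed were quantified after 18 hours.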
CCT modulator – modulators of cytosolic chaperonin (CCT/TRiC) activity. purified chaperonin ATPase assay, HTRF ADP detection, 30 min. activity change, % (no concentration beside the values), hits read low. actives 0.3% (n = 360,000); in the data active = activity change below about -30%; also: % is scaled to controls: 0 for no effect and ±100 for the full control effect
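First, chaperonin was dispensed at 40 nM or 20 nM final depending on batch activity. Next, compounds were pinned at 76 uM and ATP added at 10 uM. After 30 min at 37 °C, ADP detection reagents ran 30 min at ambient temperature.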
EPAC2 ag – agonists of human EPAC2 (RAPGEF4); Q8WZA2; EPAC2 activation, biochemical qHTS; response scale: 100% = 6.5 mM cAMP response; Potency, µM (titrated, usually from 154 µM), for inactives: top-dose activation, usual class: activators; actives 0.079% (n = 360,000); AID 720711; also: potency is read from the fitted curve at half-maximal effect; nearly all actives have a fitted effect of over 50% in size
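Exchange assay: 100 nM EPAC2 with 250 nM Rap1B-BODIPY-GDP and 50 uM GDP. Fluorescence (ex 480/em 540 nm) read every 5 min for 30 min at room temperature. Data normalized to 6.5 mM cAMP as agonist control.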
EPAC1 agonist – EPAC1 (human) agonism; EPAC1 agonist qHTS, biochemical assay; response scale: 100% = response to 6.5 mM cAMP; actives 0.073% (n = 360,000); Potency, µM (doses to about 154 µM), inactives show at the top dose activation, most hits filed as activators; also: potency is read from the fitted curve at half-maximal effect; nearly all actives have a fitted effect of over 60% in size
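EPAC1 100 nM, Rap1B–BODIPY-GDP 250 nM, unlabeled GDP 50 uM; compound titration; 5 min RT; kinetic read ex480/em540 at 5-min intervals ×30 min; data normalized to 6.5 mM cAMP agonist control.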
WRN inhibitor – inhibitors of human WRN helicase; Q14191; WRN helicase unwinding, fluorescent forked duplex, kinetic; Potency, µM (doses to about 114 µM), without a hit: at the highest dose activity change, negative = inhibition, most hits filed as inhibitors; actives 0.46% (n = 360,000); also: potency is read from the fitted curve at half-maximal effect; % is scaled to controls: 0 for no effect and ±100 for the full control effect; nearly all actives have a fitted effect of over 55% in size
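WRN at 20 nM final preincubated with compound 15 min at room temperature; reaction started with 100 nM fluorophore/quencher forked duplex oligonucleotide and 2 mM ATP final. Unwinding followed kinetically by red fluorescence (ex 525, em 598 nm).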
EPAC1 antag – EPAC1 (human) antagonism. Potency, µM (highest dose often 115 µM), without a hit: at the highest dose activity change, negative = inhibition, usual class: inhibitors. AID 720709. EPAC1 GEF assay, Rap1b-BODIPY-GDP exchange fluorescence. O95398. actives 0.14% (n = 360,000);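 also: potency is read from the fitted curve at half-maximal effect; plate controls were vehicle for no effect and positive control for full effect; nearly all actives have a fitted effect of over 50% in size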
PI5P4Ka inh – inhibitors of human PI5P4K alpha. PI5P4Kalpha enzyme, ADP-Glo luminescence, 60 min; hits give low values. max response, %. actives 1.2% (n = 330,000). AID 652105; active = max response of -50% or lower; inconclusive = between -30% and -50%; inactive = -30% or higher; also: value at the top dose of about 77 µM; % is scaled to controls: 0 for no effect and ±100 for the full control effect
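Controls without substrate or without enzyme flank wells where PI5P4Kalpha converts substrate using 5 microM ATP (final). Incubation lasts 60 minutes at room temperature; ADP formed is read by ADP-Glo luminescence.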
PLK1 PBD block – PLK1 (human) polo-box domain binding inhibition; P53350; actives 2.8% (n = 360,000); Plk1 PBD binding of FITC phosphopeptide, fluorescence polarization; AID 720504; Potency, µM, for the others: max response, negative = inhibition, hits mostly inhibitors; also: potency is read from the fitted curve at half-maximal effect; series mostly up to about 57 µM; % is scaled to controls: 0 for no effect and ±100 for the full control effect; nearly all actives have a fitted effect of over 65% in size
Starred values were filed as active, the others as inactive; ? = inconclusive; . = not tested or not shown; [ ] = another dose, or the depositor's remark. Unless noted, calls follow the shape of the dose curve; as a rule, active = well fitted curve in the direction sought with a large enough effect; inconclusive = small, poorly fitted or top-dose-only effect, or another doubt; inactive = no such curve, though single readings can be large; an effect the other way counts as inactive or inconclusive.

Every second line gives: IL2 activator | PI5P4Ka inh | EPAC2 ag | CCT modulator | EPAC1 agonist | EPAC1 antag | WRN inhibitor | PLK1 PBD block
CCOc1ccc(NC(=O)CCSc2nc3c(c(CC)c2C#N)C(=O)CC(C)(C)C3)cc1
    -0.7 | 3 | 8% | -2.1 | 9% | -5% | -6% | 1%
CN(C)CCOC(=O)c1sc2ccccc2c1Cl
    3.3 | -7 | -2% | 0.1 | -6% | -9% | 24% | -3%
Nc1c(C(=O)c2ccc(Cl)cc2)oc2ccccc12
    0.4 | 11 | -6% | -0.9 | 7% | 2% | -7% | -17%
COc1ccccc1CC(=O)Nc1cc(Cl)ccc1O
    -0.8 | . | -4% | 2.6 | 4% | -2% | -13% | 0%
COc1ccccc1N1CCN(CC(=O)Nc2ccc(CN3CCCCC3)cc2)CC1
    -0.9 | . | 16% | 0.9 | 10% | -3% | 451%[activator] | -1%
O=C(O)CCC(=O)N(Cc1ccco1)c1nc(-c2ccccc2)cs1
    1.2 | 0 | -5% | 0.1 | 0% | 0% | -10% | -15%
COc1cccc(CN2CC(C(=O)NC3CCCCCC3)CCC2=O)c1 (stereo not given)
    -2.2 | -6 | 13% | -1.4 | -1% | -14% | 9% | -15%
CCOC(=O)CSc1nnc2n1C(C)(C)Cc1ccccc1-2
    -1.5 | -1 | 9% | -0.8 | 10% | 16% | -10% | -5%
CCn1c(SCC(=O)NC(=O)NCc2ccco2)nc2sc(C)c(C)c2c1=O
    -0.1 | -51* | -4% | -1.4 | -17% | -8% | ? | -9%
Cc1nn(-c2ccccc2Cl)c(Cl)c1/C=N/Nc1nc2ccccc2s1
    1.7 | -3 | 5% | -0.1 | 4% | -1% | 4% | -2%
CCc1nc(Nc2ccc(OC)cc2OC)c2oc3ccccc3c2n1
    -0.2 | 2 | 2% | 0.1 | 2% | -20% | -33% | -9%
O=C(CN1C(=O)S/C(=C/c2ccc(N3CCOCC3)cc2)C1=O)N1CCOCC1
    3.3 | 1 | 15% | -4.1 | -15% | 3% | -20% | 8%
COC(=O)c1scc2c(=O)cc(C(F)(F)F)[nH]c12
    0.9 | . | 7% | . | -13% | 10% | . | .
O=C(CCN1C(=O)/C(=C/c2ccc(Cl)cc2)SC1=S)NCCCn1ccnc1
    -0.6 | 8 | 1% | -4.9 | 7% | ? | -36% | -9%
CCO[C@H]1OC(C(=O)N2CCN(C)CC2)=C[C@@H](C)[C@@H]1CCCO
    0.8 | -1 | 2% | -0.5 | -14% | -18% | 7% | -10%
CCN(C(=O)COC(=O)c1cnccn1)c1cccc2ccccc12
    1.5 | 0 | -5% | 0.8 | 7% | 22% | 5% | 6%
Cc1ccc(S(=O)(=O)N2CCC(=O)N(C(COCc3cccc(C)c3)C(C)C)CC2)cc1 (stereo not given)
    1.9 | -1 | 6% | -1.0 | -2% | -10% | -10% | ?
O=C(c1nnc(Cc2ccc(Cl)cc2)o1)N1CCc2ccccc2C1
    -4.2 | -2 | 6% | 0.9 | -4% | -2% | -2% | -1%
CCN(C(=O)CSc1ncccn1)c1c(N)n(Cc2ccccc2)c(=O)[nH]c1=O
    -0.5 | -1 | 6% | 0.7 | 3% | 3% | -8% | -9%
Cc1ccc(/C=C/C(=O)Nc2nc3ccccc3[nH]2)cc1
    1.3 | -10 | -2% | -1.4 | 2% | 4% | -12% | 7%
COc1ccccc1C1=NN(C2=NN=C(N)Cc3ncnn32)C(O)(C(F)(F)F)C1 (stereo not given)
    0.5 | -2 | 14% | -21 | -6% | -2% | 9% | -16%
CC1(C)CC(=O)C(C=NCCN2CCN(C(=O)CC3CCCC3)CC2)=C(O)C1
    0.6 | 5 | 9% | 0.5 | -3% | 9% | 7% | -2%
CC1CCCCN1C(=O)c1ccc(S(=O)(=O)N2CCCCC2C)cc1 (stereo not given)
    0.0 | -2 | 5% | -1.4 | -9% | -11% | 9% | -8%
O=C(COC(=O)Cn1[nH]c(=O)c2ccccc2c1=O)Nc1ccc2c(c1)OCO2
    0.9 | -8 | 5% | -1.3 | 5% | 2% | 3% | 1%
O=S(c1ccccc1)C(c1ccccc1)c1ccccc1 (stereo not given)
    -0.9 | 1 | -4% | -1.4 | 0% | -4% | -15% | ?
COc1ccc(NC(=O)N(C)C[C@H]2Oc3c(NS(=O)(=O)c4cccs4)cccc3C(=O)N([C@@H](C)CO)C[C@@H]2C)cc1
    0.4 | 2 | -6% | -1.2 | -6% | -5% | 1% | -15%
COc1ccc(C2CC(=O)Nc3sc(=N)c4c(N)c(C#N)c(N)nc4c32)cc1OC (stereo not given)
    -2.6 | . | -4% | -1.2 | 4% | -2% | -5% | -9%
CSc1ccc(C#N)cc1NC(=O)c1cccnc1Cl
    0.1 | 0 | -1% | -0.9 | -4% | 2% | -13% | -3%
COC(=O)C1CCN(C(=O)CN2C(=O)NC(CCc3ccccc3)C2=O)CC1 (stereo not given)
    0.0 | -3 | -13% | -1.2 | 1% | 6% | 6% | 2%
CC(=O)N1CCN(Cc2nc3cc(NC(=O)COc4ccccc4)ccc3n2C)CC1
    -0.5 | -8 | -7% | -1.1 | 6% | 7% | 1% | -17%

Records listed so far that bear a hit mark in PI5P4Ka inh:
canonical_smiles	IL2 activator	PI5P4Ka inh	CCT modulator	EPAC1 antag	WRN inhibitor	PLK1 PBD block
CCn1c(SCC(=O)NC(=O)NCc2ccco2)nc2sc(C)c(C)c2c1=O	-0.1	-51*	-1.4	-8%	?	-9%

Following part
Every second line gives: IL2 activator | PI5P4Ka inh | EPAC2 ag | CCT modulator | EPAC1 agonist | EPAC1 antag | WRN inhibitor | PLK1 PBD block
O=C(Cn1c(=O)n(-c2ccccc2)c(=O)n1CC(=O)N1CCCCC1)N1CCCCC1
    -0.9 | . | 11% | 0.5 | 8% | 5% | 1% | -5%
CCc1cc(=O)oc2c(C)c(OCC(=O)NC3CC(C)(C)NC(C)(C)C3)ccc12
    -2.0 | 0 | 5% | 0.0 | -4% | 0% | 11% | -2%
CCOC(=O)c1cc(=O)cc(C(=O)OCC)o1
    4.4 | 1 | -4% | 0.7 | 0% | -12% | -3% | -2%
CCOc1cc(S(=O)(=O)N2CCC(c3nc4ccccc4s3)CC2)c(OCC)cc1S(=O)(=O)N1CCCCC1
    -2.9 | . | -6% | -1.9 | 1% | 4% | 0%[57.1 µM] | 0%
CCc1nnc(NS(=O)(=O)c2ccc(Nc3ccc4nonc4c3[N+](=O)[O-])cc2)s1
    -0.1 | -12 | -1% | -3.0 | -1% | -11% | -16%[57.1 µM] | -28%
O=C(CCc1ccccc1)Nc1c(F)c(F)c(F)c(F)c1F
    -1.9 | 2 | 10% | -0.5 | 3% | 10% | 6% | -6%
CCOC(=O)CNC(=O)CSc1nnc(Cn2c(=O)sc3ccccc32)n1C
    -3.3 | 9 | 4% | 1.1 | 1% | -9% | -5% | -5%
COc1cccc(N2CCN(C(=S)NCCc3ccccc3)CC2)c1
    -0.8 | -2 | 10% | -1.8 | 3% | -7% | -2% | -12%
Cn1cc(CN2C[C@H]3CC[C@H]2C3)c(-c2ccccc2F)n1
    0.3 | 2 | -4% | 0.9 | -9% | 11% | 3% | 0%
O=C(Cc1ccccc1)c1ccc(Cl)cc1
    -0.4 | 2 | 1% | -3.1 | -5% | 11% | -9% | 4%
CCc1sc(C(=O)NCc2ccccc2)cc1C
    -2.6 | 4 | -1% | 1.5 | -1% | -16% | -8% | -1%
CC1C(=O)N2CCCc3cc(S(=O)(=O)NCc4ccc(F)cc4)cc1c32 (stereo not given)
    0.9 | -5 | 0% | 1.2 | 6% | -1% | -2% | 3%
N#Cc1ccc(/C=C(\C(=O)C(=O)O)c2ccc3ccccc3n2)cc1
    -0.6 | 8 | 5% | -2.7 | -6% | -6% | 1% | -13%
COc1ccc(NC(=O)CCCOc2ccc(C(C)=O)cc2)cc1S(=O)(=O)N1CCCCC1
    -3.8 | -4 | 10% | 0.1 | -17% | 6% | -1% | 3%
O=C(O)CCCCNS(=O)(=O)/C=C/c1ccccc1
    -0.5 | 2 | 2% | -1.1 | 0% | -8% | -2%[57.1 µM] | 7%
NC(=O)c1cc(C(=O)c2ccc(Cl)cc2)c[nH]1
    1.7 | 4 | 9% | -1.0 | 11% | -21% | 0% | -11%
CC(C)NC(=O)Nc1cccc2c1O[C@H](CN(C)S(=O)(=O)c1ccccc1)[C@@H](C)CN([C@H](C)CO)C2=O
    -1.4 | 4 | -1% | 0.3 | -1% | -14% | -5% | -5%
COc1ccccc1NC(=O)CN1CCN(CC(=O)Nc2ccc(S(N)(=O)=O)cc2)CC1
    -0.2 | 4 | 10% | -1.4 | 0% | -28% | -6% | -13%
Oc1c(C=Nc2ccccc2Cl)[nH]c2ccccc12
    0.0 | -4 | 17% | -2.3 | 2% | -22% | -23% | 0%
COC(=O)C1=C(C(=O)c2ccccc2)C(c2ccc(O)c(OC)c2)n2nnnc2N1 (stereo not given)
    0.7 | -3 | 9% | -0.7 | -10% | -6% | 0% | -14%
COC(=O)C1=C(C(C)=O)C(c2ccc(C)cc2)n2nnnc2N1 (stereo not given)
    -2.4 | -8 | 4% | -1.2 | 3% | 4% | -1% | -29%
O=C(NCCC(=O)N1CCN(c2ccccn2)CC1)c1ccc([N+](=O)[O-])cc1
    0.5 | 1 | 4% | -6.9 | -1% | 17% | -2% | 2%
CCN(C[C@H]1N[C@@](Cc2ccccc2)(C(=O)OC)[C@H]2C(=O)N(C)C(=O)[C@@H]12)C(=O)c1ccc(F)cc1
    0.3 | 3 | 1% | 1.7 | -10% | -2% | -2% | 2%
COC(=O)c1c(C(=O)OC)c(C)n(Cc2ccco2)c1C
    1.7 | 1 | 1% | -1.0 | 8% | -8% | 7% | 2%

Sorted by molecular weight (rising): part of the list above
Every second line gives: IL2 activator | PI5P4Ka inh | EPAC2 ag | CCT modulator | EPAC1 agonist | EPAC1 antag | WRN inhibitor | PLK1 PBD block
Oc1c(C=Nc2ccccc2Cl)[nH]c2ccccc12
    0.0 | -4 | 17% | -2.3 | 2% | -22% | -23% | 0%
COC(=O)C1=C(C(C)=O)C(c2ccc(C)cc2)n2nnnc2N1 (stereo not given)
    -2.4 | -8 | 4% | -1.2 | 3% | 4% | -1% | -29%
CC1C(=O)N2CCCc3cc(S(=O)(=O)NCc4ccc(F)cc4)cc1c32 (stereo not given)
    0.9 | -5 | 0% | 1.2 | 6% | -1% | -2% | 3%
O=C(Cn1c(=O)n(-c2ccccc2)c(=O)n1CC(=O)N1CCCCC1)N1CCCCC1
    -0.9 | . | 11% | 0.5 | 8% | 5% | 1% | -5%

This is a subset; count on the stated rates, not on these rows.
